Compound activity (PubChem BioAssay)
Htt clearance – clearance of mutant huntingtin inclusions, primary screen, imaging, HeLa Exon1htt(103Q)mCFP, confocal imaging; aggregate imaging; zero = plate's median compound well; hit rate 0.42% among 47,000; inhibition, % at 1.5 µM;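 active means inhibition of aggregate fluorescence above about 70%, also judged a hit by eye on the cell image, limit read from the data, passing the limit was not always enough; inconclusive means no rule stated for this call; inactive means not judged a hit on image review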;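 further: cells exposed to compound for three days before fixation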
Htt clearance grain fraction – recorded beside Htt clearance, whose call it bears; fraction fluorescence in grains; measured here: aggregate grain fluorescence fraction; active compounds read low;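 scaled fraction of total cell fluorescence in grains with unit not stated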
* = called active by the depositor; ? = inconclusive; / = not tested or not shown. Not all compounds are listed; the hit share may differ from the screen's.

[1] Cc1ccc(OCC(=O)NNC(=O)CCC(=O)NCc2ccccc2)cc1
[2] CCN(Cc1cc2ccc(C)cc2[nH]c1=O)C(=O)c1ccncc1
[3] O=C(Cc1cccs1)Nc1ccc2c(c1)C(=O)OC2
[4] CC1CCCC(C)N1CCNC(=O)Cn1nc(-c2ccccc2)ccc1=O (stereo not drawn)
[5] COc1ccc(NS(=O)(=O)c2ccc3c(c2)oc(=O)n3C)c(OC)c1
assay / compound | 1 | 2 | 3 | 4 | 5
Htt clearance | -32.5 | -0.2 | 14.9 | 21.3 | 58.5
Htt clearance grain fraction | 49.9 | 35.1 | 32.3 | 16.4 | 13.9

[6] CCc1ccc(OCC(=O)N(C)C2CCS(=O)(=O)C2)cc1 (stereo not drawn)
[7] O=C(CSc1nc(-c2ccccc2)nc2c1CCCC2)N1CCOCC1
[8] COc1ccc(C)cc1-n1nnnc1SCC(=O)NC(=O)NCc1ccco1
[9] Cc1ccc(C)c(NC(=O)C2CC(O)CN2C(=O)OCc2ccccc2)c1 (stereo not drawn)
[10] O=C(CCCCCNc1nc(=S)[nH]c2ccccc12)N1CCN(c2ccccn2)CC1
assay / compound | 6 | 7 | 8 | 9 | 10
Htt clearance | -34.9 | -10.9 | 17.4 | -97.5 | 14.6
Htt clearance grain fraction | 40.4 | 21.4 | 16.8 | 40.4 | 34.2

[11] N/C(=N\OC(=O)c1ccccc1Cl)c1ccccc1
[12] O=C(NCc1ccc2c(c1)OCO2)c1ccc2c(=O)n(C3CCCC3)c(=O)[nH]c2c1
[13] COCCNC(=O)CN1CCN(C(c2ccccc2)c2ccccc2)CC1
[14] COc1ccc(CNC(=O)CN(Cc2ccccc2)C(=O)c2csnn2)cc1
[15] Cc1cccc(C)c1N(CC(O)Cn1c2ccccc2c2ccccc21)S(C)(=O)=O (stereo not drawn)
assay / compound | 11 | 12 | 13 | 14 | 15
Htt clearance | 6.9 | 41.3 | -109.4 | -40.5 | -110.0
Htt clearance grain fraction | 27.2 | 18.1 | 38.9 | 55.5 | 67.8

[16] O=S(=O)(NC1CC1)c1cccc(S(=O)(=O)N2CCCC2)c1
[17] COc1cccc(CNCC(=O)N2C(C)CCCC2C)c1 (stereo not drawn)
[18] CC(=O)Nc1cccc(NC(=O)CSc2nnc(Cc3cccn3C)n2CCc2ccccc2)c1
[19] CC(=NCc1ccco1)c1c(O)n(C2CCCCC2)c(=O)[nH]c1=O
[20] O=C(O)C1Cc2c([nH]c3ccccc23)C(c2ccc3c(c2)OCO3)N1 (stereo not drawn)
assay / compound | 16 | 17 | 18 | 19 | 20
Htt clearance | -37.3 | 26.7 | -201.1 | 17.3 | -82.5
Htt clearance grain fraction | 52.7 | 26.6 | 118 | 29.2 | 38

[21] Cc1ccc(S(=O)(=O)N2CCCCC2C(=O)NCc2ccco2)cc1 (stereo not drawn)
[22] CN(C)c1cccc2c(S(=O)(=O)Nc3ccccn3)cccc12
[23] CCN(CCCNC(=O)C1CCCN(S(=O)(=O)CC)C1)c1cccc(C)c1 (stereo not drawn)
[24] CC(C)OC(=O)c1cccc(NC(=O)c2ccccc2)c1
[25] COc1ccccc1-c1nnc(SCC(=O)OC(C)C)o1
assay / compound | 21 | 22 | 23 | 24 | 25
Htt clearance | 3.1 | 63.5 | -3.6 | -13.6 | 24.3
Htt clearance grain fraction | 39.3 | 6.11 | 41.8 | 22.8 | 14.2

[26] CC(=O)CC1OC(=O)C(Br)=C1NCc1ccccc1 (stereo not drawn)
[27] CCOC(=O)c1[nH]c(C)c(C(=O)OCC(=O)N(CC)C2CCS(=O)(=O)C2)c1C (stereo not drawn)
[28] O=C(Nc1ccc(C(=O)N2CCCC2)cc1)c1ccccc1F
[29] COc1ccc(OCc2cccc(C(=O)N3CCCC3)c2)cc1
[30] COc1ccc(N(CC(=O)NCCSc2ccccn2)S(C)(=O)=O)cc1Cl
assay / compound | 26 | 27 | 28 | 29 | 30
Htt clearance | 19.1 | 16.7 | -55.1 | 32.0 | -73.5
Htt clearance grain fraction | 31.9 | 16.4 | 30.8 | 12.7 | 77.5

[31] CCOC(=O)c1c(NC(=O)Cc2cccs2)sc2c1CCCC2
[32] COc1cc(CC(=O)Nc2sccc2C(N)=O)cc(OC)c1OC
[33] Cc1cc(N2CCOCC2)nc(NCc2ccccc2)n1
[34] O=C(c1cc2cc(Cl)cc(Cl)c2oc1=O)N1CCOCC1
[35] CCOC(=O)N1CCN(C(=O)c2ccc(S(=O)(=O)c3ccc(C)cc3)c(NC(C)=O)c2)CC1
assay / compound | 31 | 32 | 33 | 34 | 35
Htt clearance | 12.2 | 26.8 | 52.1 | 15.7 | 25.5
Htt clearance grain fraction | 25.7 | 14.3 | 10.6 | 17 | 32.2

[36] Cc1cc(Nc2ccccc2)nc(-c2ccccc2O)n1
[37] Cc1ccc(S(=O)(=O)NC(CC(=O)NCC2CCCO2)c2ccco2)cc1 (stereo not drawn)
[38] COC(=O)C1=C(N)OC2=C(C(=O)CCC2)C1c1cccs1 (stereo not drawn)
[39] O=C(CSc1nnc(-c2cccnc2)n1-c1ccccc1)Nc1ccccc1
[40] CCOC(=O)c1[nH]c2cc(OC)c(OC)cc2c1NC(=O)CN1CCN(c2ccc(OC)cc2)C(C)C1 (stereo not drawn)
assay / compound | 36 | 37 | 38 | 39 | 40
Htt clearance | -20.5 | 26.5 | -2.2 | -18.9 | 29.3
Htt clearance grain fraction | 23 | 26.5 | 21 | 24.4 | 16.7

[41] CCc1ccccc1NS(=O)(=O)c1ccc2[nH]cc(C(=O)NCC3CCCO3)c(=O)c2c1 (stereo not drawn)
[42] COc1ccc(N2CC(C(=O)NCCCN3CCOCC3)CC2=O)cc1 (stereo not drawn)
[43] CCC(C)Oc1ccccc1C1CC(=O)NC2=C1C(=O)CCC2 (stereo not drawn)
[44] CCOC(=O)C1CCCN(CC(=O)Nc2c(C(=O)OC)[nH]c3ccc(C)cc23)C1 (stereo not drawn)
[45] COc1ccc(CNc2ccc(C)cc2)cc1Br
assay / compound | 41 | 42 | 43 | 44 | 45
Htt clearance | 94.4* | 62.3 | 15.5 | -15.4 | 33.4
Htt clearance grain fraction | 2.28* | 7.71 | 17.6 | 23.6 | 11.1

Whole records as entered above:
CCOC(=O)C1CCCN(CC(=O)Nc2c(C(=O)OC)[nH]c3ccc(C)cc23)C1 (stereo not drawn) is listed as Htt clearance = -15.4; Htt clearance grain fraction = 23.6
COc1ccc(CNc2ccc(C)cc2)cc1Br is listed as Htt clearance = 33.4; Htt clearance grain fraction = 11.1

Continuation:
[46] Cc1cc(Cl)cc2c1NC(=O)[C@]21[C@@H]2C(=O)N(Cc3ccccc3)C(=O)[C@@H]2[C@@H]2CCCN21
[47] COc1ccc(N(CC(=O)N2CC=C(c3ccccc3)CC2)S(=O)(=O)c2c(C)noc2C)cc1
[48] CCN1CCCC1CNC(=O)Cn1cccc1C(=O)c1ccccc1 (stereo not drawn)
[49] CCS(=O)(=O)N1CCN(CC2CC3C=CC2C3)CC1 (stereo not drawn)
[50] O=c1[nH]c(=O)n(CCOc2ccc(Cl)cc2)cc1Br
assay / compound | 46 | 47 | 48 | 49 | 50
Htt clearance | -26.8 | 23.3 | 46.3 | 11.0 | 40.0
Htt clearance grain fraction | 23.5 | 36 | 19.4 | 33.8 | 22.1

[51] CCOC(=O)CS(=O)(=O)c1nc(-c2ccccc2)cc(C(F)(F)F)n1
[52] Cc1ccc(OCC(=O)N2CCN(c3nnc(-c4ccc(C)cc4)c4ccccc34)CC2)cc1
[53] O=C(CN1CCSCC1)N/N=C/c1ccc(F)c(F)c1
[54] O=C(Nc1ccc(Br)c2cccnc12)c1ccc(Cn2cc([N+](=O)[O-])cn2)o1
[55] CCCc1cc2c(cc1NS(=O)(=O)c1ccc(CCNC(C)=O)cc1)OCO2
assay / compound | 51 | 52 | 53 | 54 | 55
Htt clearance | -18.3 | 6.7 | -50.3 | 5.0 | -27.4
Htt clearance grain fraction | 24.3 | 19.8 | 29.8 | 35.1 | 43.4

[56] Cc1cc(O)c2c(-c3ccccc3)cc(=O)oc2c1
[57] Cc1ccc(-n2c(SCC(N)=O)nnc2-c2ccc(S(=O)(=O)N3CCCCC3)cc2)c(C)c1
[58] Cc1cc(C)c(C(=O)CC2(O)C(=O)Nc3ccccc32)cc1C (stereo not drawn)
[59] CCC(C)(C)n1nnnc1C(c1ccc(OC)c(OC)c1)N1CCN(c2ccccc2)CC1 (stereo not drawn)
[60] COC(=O)COc1ccc(S(=O)(=O)N2CCN(c3ccccc3F)CC2)cc1C
assay / compound | 56 | 57 | 58 | 59 | 60
Htt clearance | 33.7 | 1.6 | 8.0 | -24.1 | -0.6
Htt clearance grain fraction | 13.3 | 31.8 | 21.8 | 25 | 37.6

[61] O=C(Nc1cccc(Cl)c1)OCc1ccccn1
[62] CCOC(=O)N1CCN(C(=O)c2ccc3c(c2)ncn3C2CCCC2)CC1
[63] COc1ccc(Cl)cc1NC(=O)Cn1cccc1
[64] c1ccc(CSc2ncccn2)cc1
[65] Nc1cc(Cl)ccc1Oc1ccccc1
assay / compound | 61 | 62 | 63 | 64 | 65
Htt clearance | 20.5 | 15.0 | 10.6 | -54.2 | -21.7
Htt clearance grain fraction | 27.1 | 28.7 | 30.5 | 30.4 | 43.7

[66] O=C(C1CCCO1)N1CCC(O)(c2ccccc2)CC1 (stereo not drawn)
[67] COc1ccccc1NC(=O)CN1C(=O)CCS(=O)(=O)c2ccccc21
[68] Cc1sc2ncn3c(C)nnc3c2c1C
[69] CC(=O)c1cc(-c2ccccc2)n(CC(=O)N2CCC(N3CCCCC3)CC2)c1C
[70] O=C(c1cc(C2CC2)on1)N1CCN(C(c2ccccc2)c2ccccc2)CC1
assay / compound | 66 | 67 | 68 | 69 | 70
Htt clearance | -34.9 | 5.3 | 27.8 | -72.2 | -86.2
Htt clearance grain fraction | 46.1 | 20.3 | 20.7 | 35.1 | 60

[71] Cc1cccc(-n2c(N)cc(=O)[nH]c2=S)c1C
[72] CNc1nc(OC)nc(N2CCOCC2)n1
[73] Cn1c(SCC(=O)N2CCCCC2)nnc1-c1ccc(S(=O)(=O)N2CCOCC2)cc1
[74] O=C(CSc1nc(-c2ccccc2)cc(=O)[nH]1)N1CCOCC1
[75] COC(=O)Nc1c(C(=O)OC)cc(OC)c(OC)c1OC
assay / compound | 71 | 72 | 73 | 74 | 75
Htt clearance | 12.8 | 30.6 | -10.9 | 14.5 | -23.3
Htt clearance grain fraction | 17.1 | 13 | 44.9 | 16.1 | 27.2

[76] O=C1c2ccccc2N2C(=O)c3ccccc3C2N1Cc1ccco1 (stereo not drawn)
[77] COc1ccc(OC)c(-c2cc(C(=O)Nc3c(C)nn(Cc4ccccc4C)c3C)no2)c1
[78] CCOC(=O)c1c2ccc(OCC(=O)N/N=C/c3ccccc3C(F)(F)F)cc2n2ccccc12
[79] CCc1nc(SCc2nnc(-c3ccc(C)cc3)o2)c2c(C)c(C)sc2n1
[80] Cc1cc(NC(=O)c2ccc3c(c2)C(=O)N(C2CCCCC2)C3=O)no1
assay / compound | 76 | 77 | 78 | 79 | 80
Htt clearance | ? | 25.4 | 31.8 | 43.4 | -34.8
Htt clearance grain fraction | / | 30.4 | 26.7 | 10.4 | 26.6

[81] CCOC(=O)c1ccc2c(c1)nc(SCc1cn3ccsc3n1)n2CC
[82] C=COCCNC(=O)Nc1ccc(Cl)cc1Cl
[83] CCCOc1ccccc1C1NC(=O)NC(C)=C1C(=O)OCCOC(C)C (stereo not drawn)
[84] Cc1ccc(S(=O)(=O)N2CCN(C(=O)CN3CCc4ccccc4C3)CC2)cc1
[85] O=C(c1ccco1)N1CCN(S(=O)(=O)c2ccc3c(c2)CCN3C(=O)C2CC2)CC1
assay / compound | 81 | 82 | 83 | 84 | 85
Htt clearance | -35.5 | -18.4 | 1.4 | 20.0 | 1.2
Htt clearance grain fraction | 26.5 | 20.7 | 44.1 | 30.5 | 35.9

[86] Cc1cc(C)nc(SCc2nnc(SCC(N)=O)n2Cc2ccco2)n1
[87] Cc1cc(C)c(C)c(S(=O)(=O)NCc2cccnc2)c1C
[88] O=S(=O)(c1ccc2c(c1)OCCO2)N1CCC(c2nc3ccc(Cl)cc3[nH]2)CC1
[89] CC1(C)Cc2c(ccc3ccccc23)C(c2cc3ccccc3oc2=O)=N1
[90] O=c1cc(CO)oc(C(Nc2ccccn2)c2ccc(F)cc2)c1O (stereo not drawn)
assay / compound | 86 | 87 | 88 | 89 | 90
Htt clearance | -4.8 | -203.8 | 26.1 | 34.3 | 50.0
Htt clearance grain fraction | 45.5 | 54.2 | 29 | 26.2 | 19.8

The list goes on (2 carried over from the part before).
[89] CC1(C)Cc2c(ccc3ccccc23)C(c2cc3ccccc3oc2=O)=N1
[90] O=c1cc(CO)oc(C(Nc2ccccn2)c2ccc(F)cc2)c1O (stereo not drawn)
[91] O=C(CN1CCCN(Cc2ccc(F)cc2Cl)C1=O)NCc1ccccc1
[92] COc1cccc(C2C(C(=O)OCc3ccccc3)=C(C)Nc3ncnn32)c1OC (stereo not drawn)
[93] CSc1nsc(SCC(=O)N2CCN(c3ccccc3)CC2)n1
[94] Cc1cccc(OCc2nc3ccccc3c(=O)n2N)c1
[95] COC(=O)c1sc(NC(=O)c2cc3c(s2)CCCC3)nc1C
assay / compound | 89 | 90 | 91 | 92 | 93 | 94 | 95
Htt clearance | 34.3 | 50.0 | -11.0 | 12.3 | -3.1 | 5.3 | -9.1
Htt clearance grain fraction | 26.2 | 19.8 | 36.9 | 42.4 | 38.5 | 22.1 | 20.9

[96] CC1(C)Cc2nc3sc4c(SCC(=O)NCc5ccco5)ncnc4c3cc2CO1
[97] COc1ccc(C2=[N+]([O-])C(C)(C)N(O)C2(C)C)cc1
[98] CCC(Sc1nc(C)cc(=O)[nH]1)C(=O)Nc1nnc(C)s1 (stereo not drawn)
[99] Nc1cc(Cl)ccc1Oc1ccc(Cl)cc1
[100] CCOC(=O)c1cnn2c(C(F)F)cc(C3CC3)nc12
assay / compound | 96 | 97 | 98 | 99 | 100
Htt clearance | -196.4 | 63.0 | 0.3 | 6.9 | 29.4
Htt clearance grain fraction | 50 | 11.7 | 17.4 | 37.4 | 13.9
